# Pf Dd2 inh = blocks in vitro growth of P. falciparum Dd2. P. falciparum Dd2 growth, SYBR Green, 72 h. Potency, µM (series often up to 28.9 µM), without a hit: at the top dose activity, negative = inhibition, usual class: inhibitors. 120,000 tested, 4.3% active. AID 1347417; active = well fitted inhibition curve with a large enough effect; inconclusive = small, poorly fitted or top-dose-only effect; inactive = no such curve, though single readings can be large or run the other way;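 note: plate controls were DMSO vehicle for no effect and reference drug for full effect; nearly all actives have a fitted effect of over 65% in size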
#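 Infected erythrocytes (Dd2, 0.3% parasitemia, 2.5% hematocrit final) are added to compound in RPMI-1640/Albumax II medium, grown 72 h at 37C in low oxygen, then lysed with saponin/Triton-X containing SYBR Green and read by fluorescence.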
# Active calls of the source: *; i = inactive; ? = inconclusive; [ ] = another dose, or the depositor's remark. Potency is the fitted concentration of half-maximal effect. Some of the compounds tested, so the mix of outcomes need not match the whole.
SMILES,Pf Dd2 inh
CN1CCN(Cc2nc(C3(O)CCN(C(=O)C4CCCCC4)CC3)cs2)CC1,-12.9%[44.1 µM]
CCn1cnnc1-c1nn(C)c2c1CNCC2,1.6%
COc1cccc(-c2noc(NCc3cccc(Cl)c3)n2)c1OC,?
CCOc1ccc(-c2nc(SCC(=O)Nc3ccc4c(c3)OCCO4)c(-c3ccc(F)cc3)[nH]2)cc1,-18.8%
COc1ccccc1NC(=O)c1cn(-c2ccccc2)nc1-c1ccccc1,-29.1%
Cc1ccc(CNC(=O)c2cc3c(=O)n4cccc(C)c4nc3s2)cc1,77.0%[activator]
Cc1ccc(NC(=O)CN2C(=O)NC3(CCC(C)CC3)C2=O)cc1Cl (stereo unspecified),-5.2%
CC(=O)c1c(C)nn(CC(=O)NCc2c(C)ncc3c2CCNC3)c1C,-1.4%
Cc1ccccc1-c1noc(-c2ccc(N3CCC(C)CC3)c([N+](=O)[O-])c2)n1,21.4%
CN1CCN(c2cc(-c3ccc(F)cc3C(F)(F)F)nc(N)n2)CC1,-9.8%
COC(=O)CNC(=O)N1CCC2(CC1)CC(Cc1ccc(OC)cc1)CCO2 (stereo unspecified),i
CCOC(=O)c1c(NC(=O)c2cc(-c3ccc(Br)cc3)on2)sc(C(C)=O)c1C,128.7%[activator]
CC(C)c1ccc(CN2CC(CNC(=O)C3CCOCC3)C3(C2)CN(c2ccccc2)C3)cc1 (stereo unspecified),i
Cc1ccc(-n2c(SCc3ccccc3F)nc3[nH]ncc3c2=O)cc1C,?
CCC(C)NC(=O)c1c(C)oc2ncn(CC(C)C)c(=O)c12 (stereo unspecified),?
COc1ccccc1NC(=O)C(Cc1ccccc1)NS(=O)(=O)c1ccc2c(c1)c(=O)n(C)c(=O)n2C (stereo unspecified),?
COc1cccc(-c2cn3c(n2)sc2cc(C(=O)NCc4cccs4)ccc23)c1,?
CCOc1ccccc1C(=O)N1[C@@H]2CC[C@H]1CC(NC(=O)c1ccncc1)C2 (stereo partly specified),-1.9%
COc1ccc2cc1Nc1ccc(cc1)C[C@H](NCC1CC1)C(=O)N(C)[C@@H](C(=O)Nc1ccccc1)C2,3.98µM*
O=C(CC[C@@H]1CNC(=O)[C@@H]2C[C@H](NC(=O)Nc3ccccc3)CN12)NCc1ccccc1,?
CN1C[C@@H](NC(=O)CC(C)(C)C)C[C@H]1c1nc(-c2ccc(OC(F)(F)F)cc2)no1,?
CCN(CC)C(=O)N1CCCCC1c1noc(COc2ccc(F)cc2)n1 (stereo unspecified),?
O=C(Cc1noc2ccccc12)N[C@H](C1CCNCC1)C1CC(O)C1 (stereo partly specified),-10.3%
O=c1[nH]c2cc3c(cc2cc1CN1CC[C@H](O)C1)OCO3,-20.5%
COc1ccc(CN2CCC(n3cc[nH]c3=O)CC2)cc1,-0.2%[44.1 µM]

# Continued (two carried over from the part before).
SMILES,Pf Dd2 inh
O=c1[nH]c2cc3c(cc2cc1CN1CC[C@H](O)C1)OCO3,-20.5%
COc1ccc(CN2CCC(n3cc[nH]c3=O)CC2)cc1,-0.2%[44.1 µM]
Cc1noc(C)c1Cc1c(C(=O)N2CCC(C3CCNC3)CC2)noc1C (stereo unspecified),3.0%
CN1C[C@@H]2CCCN3CCC[C@@H]([C@H]23)[C@H]1CCCC(=O)NCC1CC1,-4.7%
Cc1nnc([C@@H]2CC(F)(F)CN2C(=O)COc2ccc(F)cc2)o1,20.2%
CNC(=O)[C@@H]1CN(C(=O)c2sccc2C)C[C@H]1c1n[nH]c(C)n1,3.3%
CC(C)C(=O)N1CCC(c2nc(-c3cccnn3)no2)CC1,-13.4%
COCC(=O)N(C1CCOCC1)C1CCN(C(=O)c2nn(C)c3ccccc23)CC1,206.3%[activator]
Cc1ccc(F)c(S(=O)(=O)N2CCC3(CC2)C(C(=O)O)CC(=O)N3C)c1 (stereo unspecified),8.9%
CCCc1noc(-c2ccc(NCc3ccccc3OC)c([N+](=O)[O-])c2)n1,-20.7%
O=C1CC2(CCN([S+](=O)([O-])c3cccs3)CC2)Oc2ccccc2N1,-24.9%
Cc1ccc(OC2(C(=O)O)CCN(C(=O)c3nc(C)oc3C)CC2)cn1,-11.3%
O=C1CC(c2ccccc2)N(C(=O)CNC(=O)C2(c3ccccc3)CC2)CCCCCCN1 (stereo unspecified),?
Cc1cccc(-c2noc([C@@H]3Cc4nc[nH]c4CN3C(=O)C3CCCCC3)n2)c1,-12.3%[44.1 µM]
Cc1cccc(N2Cc3c(ncnc3N3CCOCC3)CN(C)C2=O)c1,-8.0%
O=c1c2nc(-c3ccsc3)ccc2ncn1-c1ccccc1,i
C[S+](=O)([O-])N1CC2(Cc3ccccc31)CN(C(=O)c1ccccc1F)C2,i
O=C(N1CCCCC1)N1CCCC1c1nnc2n1CCNC2 (stereo unspecified),-5.5%
Cc1ccc(Cl)cc1N1CCN(S(=O)(=O)c2ccc3c(c2)CC(C)N3C(=O)C2CCC2)CC1 (stereo unspecified),?
CC1=C[C@@H](CNC(=O)Cn2cnnn2)[C@H](C(C)C)C[C@H]1Cc1nc2ccc(C)cc2[nH]1,i
COC[C@H]1C[C@@H](NC(=O)Nc2cccc(-c3noc(C)n3)c2)[C@H](O)[C@@H]1O,?
Cc1ccc(S(=O)(=O)c2nnn3c2nc(N2CCCCC2)c2sccc23)cc1,i
COc1ccc(C(=O)N2CCC(c3n[nH]c(=O)n3Cc3ccc(C)cc3)CC2)cc1F,i
COc1cccc(-c2cc3c(=O)n(CC(O)c4ccccc4)ccn3n2)c1 (stereo unspecified),?
N#Cc1ccccc1CN1CCCC(C(=O)NCc2ccccc2)CCNC(=O)CC1 (stereo unspecified),i
COc1ccc(NC(=O)CCn2cnc3onc(-c4ccc(F)cc4)c3c2=O)cc1OC,i
COc1ccc(NC(=O)c2oc3ccccc3c2NC(=O)Cc2coc3cc(C)ccc23)cc1,-18.7%
# (more compounds)
SMILES,Pf Dd2 inh
O=C(/C=C\c1ccc2c(c1)OCO2)NC1CC(=O)N(c2ccccc2)C1 (stereo unspecified),64.0%[activator]
CN(CC1CCOCC1)C(=O)Nc1ccc(Cl)cc1,i
COc1ccc(OCc2nc(C)c(CCO)c(=O)n2CC(=O)NCc2ccc(F)cc2)cc1,5.4%
O=C(c1ccco1)N1CCN(C2CCC3(CCNCC3)CC2)CC1,-7.0%
COc1ccc(C[C@H](NC(=O)C2=C[C@@H](Oc3cc(F)ccc3Br)[C@H](O)[C@H](O)C2)C(N)=O)cc1,3.3%
CCOC(=O)C1=CN(CC(=O)Nc2cccc(C)c2C)S(=O)(=O)N=C1C,32.5%[activator]
COCc1cc(C[C@@H]2CC[C@H](O)[C@@H](CNS(=O)(=O)c3ccccc3)O2)no1,21.4%[44.1 µM]
O=C(NC[C@H]1OC[C@@H](NC2CCC2)[C@@H]1O)c1cccs1,-13.9%[44.1 µM]
COc1ccc(C)cc1S(=O)(=O)NCC(c1cccs1)S(=O)(=O)c1ccc(C)cc1 (stereo unspecified),46.4%[activator]
CN1CCC(Cc2nc(CC3C=CS(=O)(=O)C3)n(CCO)n2)CC1 (stereo unspecified),-10.8%
CN1c2cc(C(=O)Nc3ccc(C(F)(F)F)cc3)ccc2C(=O)N2CCCCC21 (stereo unspecified),?
COc1ccc(CNC[C@H]2C[C@@H]3CCN2C[C@@H]3c2cc(C3CCCC3)nn2C)cc1,i
Cc1cccc(N2C(=O)CSC23C(=O)N(C)c2ccccc23)c1 (stereo unspecified),i
Cc1noc2c(N3CCNC(=O)C3)cc(-c3cccc(C(F)(F)F)c3)nc12,?
N#Cc1ccccc1CN1CCc2nc(N3CCc4ccccc4C3)[nH]c(=O)c2CC1,-1.1%[5.79 µM]
CCOc1ccccc1CNC(=O)CSc1n[nH]c(-c2ccccc2Cl)n1,?
COc1ccccc1C(=O)N1CCC2(C1)C(=NC1CCCC1)NC(=O)N2c1cc(F)cc(F)c1 (stereo unspecified),-6.4%
O=C(NC[C@H]1OC[C@@H](NCc2ccccc2F)[C@@H]1O)Nc1ccccc1,?
CCOC(=O)c1ccc(NC(=O)CSc2ncc(S(=O)(=O)c3ccc(C)c(Cl)c3)c(=O)[nH]2)cc1,11.3%
Cc1ncoc1C(=O)N1CCC(C(=O)N2CCCCCCNC(=O)CC2)CC1,-11.5%
CS(=O)(=O)N1C[C@@H]2C[C@H](C1)c1ccc(NC(=O)c3ccncc3)c(=O)n1C2,?
CCN1CCN(c2c(S(=O)(=O)c3ccc(OC)cc3)cnc3cc(OC)c(OC)cc23)CC1,?
CCOc1ccc(CC(=O)N2CCC3(CC2)CN(C(C)=O)CC3COC)cc1 (stereo unspecified),-4.3%
CC(=O)N1CCC(C2CCN(C(=O)NCCc3ccccc3)C2)CC1 (stereo unspecified),-24.7%
O=C1NCc2ccccc2CC12CCN(Cc1ccc(O)cc1)CC2,?

# Shown as labelled records: part of the list above
COc1cccc(-c2cn3c(n2)sc2cc(C(=O)NCc4cccs4)ccc23)c1
  Pf Dd2 inh: ?
CCOc1ccccc1C(=O)N1[C@@H]2CC[C@H]1CC(NC(=O)c1ccncc1)C2 (stereo partly specified)
  Pf Dd2 inh: -1.9%
COc1ccc2cc1Nc1ccc(cc1)C[C@H](NCC1CC1)C(=O)N(C)[C@@H](C(=O)Nc1ccccc1)C2
  Pf Dd2 inh: 3.98µM*
O=C(CC[C@@H]1CNC(=O)[C@@H]2C[C@H](NC(=O)Nc3ccccc3)CN12)NCc1ccccc1
  Pf Dd2 inh: ?

# More entries follow.
SMILES,Pf Dd2 inh
O=C(O)C1(Oc2ccc3ncccc3c2)CCN(Cc2ccncc2)CC1,-11.1%
CC1=Nc2cc(C(=O)NC3CCC(C)CC3)ccc2Sc2c(C)ccc(C)c21 (stereo unspecified),11.2µM*
C[C@@H](NCC1CCCC1)c1onc(-c2ccc(F)cc2)c1C(=O)O,8.7%[44.1 µM]
CC1(COc2ccc3[nH]ccc3c2)COc2ccc(C(=O)N3CC(O)C3)cc2N1 (stereo unspecified),-8.3%[44.1 µM]
Cc1ccc(NC(=O)Cn2c(=O)n(CCCCC(=O)NCc3ccccc3Cl)c(=O)c3ccccc32)cc1,i
COc1ccc(C2=C(C)C(N3CCC(C(=O)NCc4ccc(C)o4)CC3)=NS2(=O)=O)cc1,-18.3%
O=C(Nc1ccc2c(c1)C(=O)N1CCC[C@H]1C(=O)N2)c1cc(-c2cccnc2)n[nH]1,-19.2%
O=C(Cn1cc(SCc2ccc(Cl)cc2)c2ccccc21)N1CCCC1,-9.4%
Cc1nn2c(c1-c1ccccc1Oc1ccccc1)N(C(=O)c1ccccc1)CCC2,i
COc1ccc(Cl)cc1NC(=O)CN1C(=O)NC2(CCC(C)CC2)C1=O (stereo unspecified),?
COC(=O)CCC(=O)N1CCCC(c2nc(SCCN3CCOCC3)ncc2C)C1 (stereo unspecified),-14.6%
CS(=O)(=O)N1C[C@H]2CCN(Cc3cccc(F)c3F)C[C@H]21,-2.4%
Cc1cc(=O)n(Cc2cccc(F)c2)c2c1c(C)nn2-c1cccc(F)c1,-8.5%
COC(=O)[C@H](NC(=O)[C@@H]1C[C@H](NC(=O)Nc2ccc(OC)cc2)CN1C(=O)CSC)C(C)C,0.7%
O=C1NCCC[C@@H]1NC(=O)[C@H]1CN(C(=O)C2CCNCC2)CCN1C(=O)c1cccs1,39.8%[activator]
CCCC1c2nccn2CCCN1C(=O)c1ccoc1C (stereo unspecified),-0.6%
O=C(Cc1ccccn1)N1CCC2(CC1)CC(=O)N(c1ccccc1)c1ccccc1O2,-2.3%
O=C1CC2CCN(Cc3ccccc3)CC2CCN1 (stereo unspecified),13.2%[44.1 µM]
N#Cc1cccc(C(=O)Nc2ccc3c(N4CCOCC4)ncnc3c2)c1,?
COc1ccc(-c2noc(-c3cccc(OC)c3OC)n2)cc1,17.3%
O=C(N[C@H]1C[C@@H]2OCC[C@H]12)c1cccc(-n2cnnc2)n1,-1.6%
O=[S+]1([O-])NC2(CCN(Cc3ccc(C(F)(F)F)cc3)C2)COc2ncccc21 (stereo unspecified),-9.8%
CC(C)CN1C(=O)COC[C@@H]1[C@H](O)c1ccc(NC(=O)c2ccco2)cc1,i
COc1nccnc1-c1cc(NCCN(C)C)nc2[nH]ccc12,?
O=S(=O)(NCCc1noc(-c2ccncc2)n1)c1ccc(F)cc1,-20.7%

# 4 entries picked at random from those above:
SMILES,Pf Dd2 inh
O=C1CC2CCN(Cc3ccccc3)CC2CCN1 (stereo unspecified),13.2%[44.1 µM]
N#Cc1cccc(C(=O)Nc2ccc3c(N4CCOCC4)ncnc3c2)c1,?
COc1ccc(C[C@H](NC(=O)C2=C[C@@H](Oc3cc(F)ccc3Br)[C@H](O)[C@H](O)C2)C(N)=O)cc1,3.3%
CC(C)C(=O)N1CCC(c2nc(-c3cccnn3)no2)CC1,-13.4%

# The list continues:
SMILES,Pf Dd2 inh
Cn1cccc1CN1CC[C@H]2C(=O)NCCCCCCN(Cc3ccncc3)[C@@H]2C1,?
COCCNC(=O)C(NC(=O)c1ccccc1C)C1CCN(C(=O)c2ccccc2F)CC1 (stereo unspecified),9.0%
CC(=O)N1C[C@@H](C(=O)NCCCc2c(C)noc2C)[C@H](c2nc(C)no2)C1,3.1%
CCn1cc(S(=O)(=O)N2CCC(CCOc3ccccc3OC)C2)cn1 (stereo unspecified),i
CCCOC(=O)C1=CN(Cc2ccccc2)S(=O)(=O)N=C1C,i
Cc1ccc(-n2c(=O)c3c4c(sc3n(Cc3cc(=O)n5ccccc5n3)c2=O)CCC4)cc1C,i
COc1ccc([S+](=O)([O-])N2CCC3(CC2)OCCN(c2ccc(F)cc2)C3=O)cc1,-7.2%[44.1 µM]
O=C(c1ccccc1)N1CCC2(CC1)N=C(c1ccc(Br)cc1)NO2,?

# Assay outcomes: PubChem BioAssay, National Center for Advancing Translational Sciences (NCATS)
